Source: PubChem (several laboratories)
b-catenin transl: alters nuclear translocation of beta-catenin in HeLa cells; 0.3% of 190,000 active; immunofluorescence imaging; AID 1665; nuclear translocation activity, % at 5 µM;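 active = nuclear translocation activity above 50% at 5 µM, with a well cell count of 50 or more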;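 note: per-cell ratio of nuclear to cytoplasmic median beta-catenin stain intensity; plate controls were DMSO negative control for no effect and GSK-3 inhibitor IX positive control for full effect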
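System: Human HeLa cells, endogenous beta-catenin | Compound dosing: 5 µM primary, 0.02–20 µM confirmation | Timing: 24 h compound exposure at 37°C, 5% CO2 | Measured by: Fluorescence imaging of beta-catenin antibody stain plus DAPI | Read-out basis: % activation of per-cell nuclear versus cytoplasmic median beta-catenin signal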
Dynein transport: blocks dynein driven cargo transport along microtubules | 3617.4 mouse cells, GR-EGFP nuclear translocation imaging; test concentration mostly 20 µM; stimulated with dexamethasone, 1 µM; hits give low values | z-score, hits read low | 0.47% of 220,000 active;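 active = plate z-score of nuclear minus cytoplasmic receptor signal below a set negative limit, without overly bright fluorescence or cell loss, cut at about -3.5 in these data, passing the limit was not always enough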;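 note: z-score of nuclear minus cytoplasmic ring GR-EGFP intensity difference per well; some compounds called inactive have numbers as strong as hits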
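Buffer or medium: tetracycline-free induction medium containing charcoal-stripped FBS / Reagent: dexamethasone agonist, 1.0 µM final, for 30 min / Technique: automated 10x imaging of fixed Hoechst-stained cells / Times: induction 48 h, compound 1 h, agonist 30 min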
Autophagy HCS: modulators of autophagy | MEF GFP-LC3 puncta imaging; test concentration mostly 10 µM | calls only at 10 µM (by protocol) | 0.98% of 190,000 active | AID 463193;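 active = percentage of spot-positive cells more than 3 SD above its plate mean, without a fluorescence outlier flag or 80% toxicity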;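 note: spot-positive cell cutoff set from DMSO-treated cells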
NOD2 inhibition: NOD2 signaling inhibitors, cell-based, luminescence, uHTS, HEK293 (AID 1566); HEK293 NOD2/NF-kB luciferase reporter, luminescence; higher % means a stronger effect; one-dose inhibition, % at 4 µM; EC50 in µM for titrated hits; 0.63% of 290,000 active; in the data active = inhibition above about 50%; note: many of its hits are not listed in these tables
MT stabilize HCS: stabilizes microtubules in HeLa cells | % tubulin-high responders, % at 10 µM | AID 2205 | HeLa tubulin immunostaining HCS, 24 h; share of cells brighter than vehicle mean+2SD | 0.83% of 200,000 active;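 active = plate Z-score above 3 for both tubulin-high and condensed-nucleus cell shares, with cell loss under 80%, at 10 µM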;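 note: anti alpha tubulin signal scored within the nucleus-defined area of each cell; some results filed as inactive read as strong as hits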
Yfh1-off respiration: enhancers of respiration in Yfh1-depleted yeast, dose response, Friedreich's ataxia, plus single-dose screen (AID 1465); S. cerevisiae Yfh1-off respiration, WST-1 reduction, 72 h; higher fold induction means a stronger effect; fold induction at 50 µM, or EC50 in µM where a hit was titrated; 0.074% of 220,000 active;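 active = fold induction of absorbance versus untreated yeast above a set limit, then at least 30% activation at any dose in follow-up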;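 note: activators that raise dye reduction in frataxin-depleted yeast; strong numbers were not always called active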
Ins promoter up: MIN6 insulin promoter up-regulation. MIN6 insulin promoter-GFP reporter, high-content imaging; hits give high values. 0.3% of 190,000 active. z-score at 5 µM. AID 1625;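 active = z-score above 3 at 5 µM with at least 500 cells counted in the well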
Lipid droplet: hepatic lipid droplet formation modulation | AML12 mouse hepatocytes, oleate lipid droplets, BODIPY imaging | inhibition, % at 6.5 µM | 0.4% of 240,000 active | AID 1656;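 active = lipid droplet intensity inhibited by at least 50%, with more than 500 cells counted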
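Material – mouse AML12 hepatocyte cell line, fixed after treatment · Compound dosing – one dose, 6.5 µM compound · Times – compound with oleate, overnight · Measured by – Image-based BODIPY and DAPI two-channel analysis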
WT yeast gro inh: growth inhibition of WT yeast, mitochondrial fusion screen; mitochondrial fusion phenotypic screen, WT strain; inhibition, % at 10 µM; 2.1% of 190,000 active; in the data active = inhibition above about 58%; tested in S. cerevisiae
WT yeast gro inh mutant strain: further read-out of WT yeast gro inh, marked with its call; inhibition, %; mitochondrial fusion phenotypic screen, mutant strain inhibition
Dynein transport cytoplasmic EGFP: recorded beside Dynein transport, whose call it bears; z-score; measured here: cytoplasmic GR-EGFP intensity; hits give high values
Dynein transport nuclear GR-EGFP: recorded beside Dynein transport, whose call it bears; z-score; measured here: nuclear GR-EGFP intensity;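 lower value marks the stronger effect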
Dynein transport cell count: second read-out of Dynein transport, no call of its own (marks repeat the call); z-score; measured here: cell count per field
Ins promoter up cell count: further read-out of Ins promoter up, marked with its call; cell count; measured here: cytotoxicity, nuclei count;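 total cells summed across four imaged fields per well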
Lipid droplet cells 6.5 µM: also measured in Lipid droplet; calls as there; cell count; measured here: cell count, cytotoxicity flag;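 cells counted across two imaged fields per well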
b-catenin transl cell count 5 µM: recorded beside b-catenin transl, whose call it bears; cell count; measured here: cell count, cytotoxicity flag
MT stabilize HCS Hoechst-high %: recorded beside MT stabilize HCS, whose call it bears; % Hoechst-high responders; measured here: nuclear condensation Hoechst responders;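 share of cells brighter than vehicle mean plus two SD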
MT stabilize HCS cytotoxicity %: recorded beside MT stabilize HCS, whose call it bears; toxicity, %; measured here: cytotoxicity by cell density;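 0% = mean cell density of plate MIN control wells and 100% = no cells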
Autophagy HCS cell loss 18 h: further read-out of Autophagy HCS, marked with its call; toxicity, %; measured here: cell loss, nuclei count;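 cell loss after 18 h compound exposure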
Numbers without * were called inactive; i = inactive; . = not tested or not shown.

nr	Compound	b-catenin transl	b-catenin transl cell count 5 µM	Dynein transport	Dynein transport cytoplasmic EGFP	Dynein transport nuclear GR-EGFP	Dynein transport cell count	Autophagy HCS	Autophagy HCS cell loss 18 h	NOD2 inhibition	MT stabilize HCS
1	CCN(CC)S(=O)(=O)c1ccc2c(c1)C(=NO)c1cc(S(=O)(=O)N(CC)CC)ccc1-2	0.0	1250	0.12	-0.16	-0.037	-0.53	i	22	20%	3.2
2	COc1cccc(N2CCN(C(=O)c3cccn4c(=O)c5c(C)c(C)sc5nc34)CC2)c1	1.6	541	-0.14	-0.2	-0.063	0.49	i	17	16%	1.3
3	Cc1ccccc1-c1n[nH]c(=S)n1/N=C/c1c(C)nn(-c2ccccc2)c1C	1.2	1096	0.0086	-0.023	0.52	-0.18	i	12	-5%	8.1
4	CCCC(C)C(=O)Nc1ccc(C(N)=O)cc1 (stereo not drawn)	-1.2	1080	-0.039	-0.12	0.079	-0.67	i	0	0%	1.8
5	COc1ccc(-c2noc(CCC(=O)NCCN3CCN(c4ccccc4F)CC3)n2)cc1	-3.9	1191	-0.42	-0.29	0.066	0.84	i	19	13%	1.4
6	COc1ccc(Br)cc1C1Nc2ccccc2C(=O)N1NC(=O)c1ccncc1 (stereo not drawn)	-0.4	1312	-0.056	-0.22	0.26	1.4	i	-15	18%	2.3
7	C/C(CCC1CC(C)OC1=O)=N\NC(N)=O (stereo not drawn)	0.8	1366	-0.73	-0.26	-0.038	1.5	.	.	27%	.
8	COc1ccc(C2C(C(=O)c3sc(C)nc3C)=C(O)C(=O)N2CCN(C)C)cc1 (stereo not drawn)	.	.	1.9	-0.24	-0.12	0.11	i	3	10%	4.5

nr	MT stabilize HCS Hoechst-high %	MT stabilize HCS cytotoxicity %	Yfh1-off respiration	Ins promoter up	Ins promoter up cell count	Lipid droplet	Lipid droplet cells 6.5 µM	WT yeast gro inh	WT yeast gro inh mutant strain
1	2.5	4.1	i	-0.53	1205	-1	677	-7	-1
2	1.2	8.3	i	.	.	-3	674	3	3
3	2.3	7.5	i	0.1	1472	-10	695	-26	10
4	1.8	5.0	i	0.18	1899	-1	692	-8	-5
5	1.7	8.8	i	-0.11	881	-3	733	18	8
6	1.7	5.2	i	1.2	1557	.	.	-6	0
7	.	.	i	-0.52	1057	8	746	.	.
8	1.1	5.8	i	-0.02	1152	-9	682	14	18

nr	Compound	b-catenin transl	b-catenin transl cell count 5 µM	Dynein transport	Dynein transport cytoplasmic EGFP	Dynein transport nuclear GR-EGFP	Dynein transport cell count	Autophagy HCS	Autophagy HCS cell loss 18 h	NOD2 inhibition	MT stabilize HCS
9	CCOC(=O)N1CCC(Nc2c(NCCCN3CCN(c4ccc(OC)cc4)CC3)c(=O)c2=O)CC1	0.3	1368	0.58	-0.15	0.89	-1.2	.	.	20%	.
10	O=C(NCCN1C(=O)S/C(=C\c2cccs2)C1=O)c1ccc(=O)[nH]c1	.	.	1.1	-0.23	0.23	-0.7	i	13	-12%	2.3
11	Cc1ccccc1-n1nc2c(c1NC(=O)c1c(-c3ccccc3Cl)noc1C)CS(=O)(=O)C2	-1.4	1030	-0.46	-0.32	-0.48	1.1	i	15	6%	4.8
12	CCN(CC)c1ccc(C(=O)OCC(=O)N2CCN(c3ccccc3)CC2)cc1	3.4	688	0.77	-0.29	0.43	0.018	i	-6	-14%	3.9
13	CC(=O)c1sc(N/N=C/c2ccc(C(C)C)cc2)nc1C	0.1	1114	-0.95	-0.029	-0.43	0.011	i	-8	-76%	1.9
14	O=C(O)c1cc2cc(F)ccc2[nH]1	.	.	0.59	-0.3	0.7	0.48	i	-47	-10%	3.7
15	COc1nc(OC)nc(N2CCC(C(=O)NC3CC3)CC2)n1	1.3	1145	0.88	-0.3	0.27	-0.065	i	5	-8%	2.1
16	CCc1cccc2c(C(=O)CSc3nnc(-c4ccncc4)n3C)c[nH]c12	1.4	483	-0.99	-0.25	0.22	0.38	i	14	-6%	4.1

nr	MT stabilize HCS Hoechst-high %	MT stabilize HCS cytotoxicity %	Yfh1-off respiration	Ins promoter up	Ins promoter up cell count	Lipid droplet	Lipid droplet cells 6.5 µM	WT yeast gro inh	WT yeast gro inh mutant strain
9	.	.	i	0.09	1019	-20	694	.	.
10	1.1	2.7	i	0.1	1193	7	632	5	12
11	3.4	6.2	.	-0.15	1928	0	687	16	30
12	1.9	4.1	i	-0.96	991	.	.	-9	-2
13	3.1	7.4	i	-0.26	1078	-2	671	8	-11
14	2.2	10	i	.	.	-18	696	-5	7
15	1.2	2.7	i	0.6	1311	13	735	-13	5
16	3.2	9.8	i	0.62	1152	2	786	-5	-13

nr	Compound	b-catenin transl	b-catenin transl cell count 5 µM	Dynein transport	Dynein transport cytoplasmic EGFP	Dynein transport nuclear GR-EGFP	Dynein transport cell count	Autophagy HCS	Autophagy HCS cell loss 18 h	NOD2 inhibition	MT stabilize HCS
17	CCO[C@@H]1OC(C(=O)N2CCN(Cc3ccccc3)CC2)=C[C@H](c2cn(C(C)=O)c3ccccc23)[C@H]1CCCO	-2.6	1131	-0.3	-0.23	0.13	0.055	i	-3	9%	4.3
18	COc1cc(N/C(=N/S(=O)(=O)c2ccccc2)c2ccccc2)ncn1	-1.3	1023	-0.26	-0.27	-0.31	0.97	i	-10	-15%	3.4
19	CC1CCc2c(C(=O)NCc3cccnc3)csc2C1 (stereo not drawn)	-1.0	926	-0.39	-0.32	-0.52	0.64	i	-2	9%	4.8
20	CC1CC2=C(NC(=S)NC2c2ccccc2F)/C(=C/c2ccccc2F)C1 (stereo not drawn)	1.5	982	-0.43	-0.27	-0.31	0.62	i	-27	16%	3.6
21	C[C@H](N)c1nnc(SCC(=O)N(C)C)o1	0.3	897	-0.71	-0.17	-0.54	1.2	i	-15	9%	3.2
22	CCOC(=O)N1CCN(c2cc(NCCC(=O)O)c3c4c(onc24)-c2ccccc2C3=O)CC1	0.4	945	-0.066	-0.13	0.17	0.52	i	-8	-5%	3.3
23	O=C(CCSCCC(=O)NCc1ccco1)NCc1ccco1	-2.2	1089	0.53	0.14	0.68	-0.91	i	1	0%	2.3
24	CCOc1cc(C2C(C(=O)OCC(C)C)=C(C)N=C3SCCC(=O)N32)ccc1OC(C)=O (stereo not drawn)	-0.1	1377	2.7	0.082	2.1	-0.85	i	4	-6%	3.6
25	CCN(CC(=O)Nc1ccc2c(c1)OCCO2)c1nc(-c2cccnc2)nc2ccccc12	-2.7	838	0.39	-0.21	0.34	0.36	i	-10	-2%	2.9

nr	MT stabilize HCS Hoechst-high %	MT stabilize HCS cytotoxicity %	Yfh1-off respiration	Ins promoter up	Ins promoter up cell count	Lipid droplet	Lipid droplet cells 6.5 µM	WT yeast gro inh	WT yeast gro inh mutant strain
17	1.6	2.9	i	-0.52	1321	-8	728	19	2
18	3.4	6.4	i	1.1	1634	-1	641	-4	4
19	3.0	8.3	i	.	.	2	644	-17	3
20	2.7	8.7	i	-0.78	1386	-5	713	80*	48*
21	0.9	4.8	i	0.72	1993	-9	691	11	13
22	2.5	5.6	.	-0.16	993	0	717	35	27
23	2.4	9.0	i	0.79	2111	0	680	14	3
24	3.3	11	i	0.04	1586	.	.	.	.
25	1.8	6.7	i	-0.39	1183	.	.	11	9

Entries shown so far with two or more sulfur atoms (two):
nr	Compound	b-catenin transl	b-catenin transl cell count 5 µM	Dynein transport	Dynein transport cytoplasmic EGFP	Dynein transport nuclear GR-EGFP	Dynein transport cell count	Autophagy HCS	Autophagy HCS cell loss 18 h	NOD2 inhibition	MT stabilize HCS
1	CCN(CC)S(=O)(=O)c1ccc2c(c1)C(=NO)c1cc(S(=O)(=O)N(CC)CC)ccc1-2	0.0	1250	0.12	-0.16	-0.037	-0.53	i	22	20%	3.2
10	O=C(NCCN1C(=O)S/C(=C\c2cccs2)C1=O)c1ccc(=O)[nH]c1	.	.	1.1	-0.23	0.23	-0.7	i	13	-12%	2.3

nr	MT stabilize HCS Hoechst-high %	MT stabilize HCS cytotoxicity %	Yfh1-off respiration	Ins promoter up	Ins promoter up cell count	Lipid droplet	Lipid droplet cells 6.5 µM	WT yeast gro inh	WT yeast gro inh mutant strain
1	2.5	4.1	i	-0.53	1205	-1	677	-7	-1
10	1.1	2.7	i	0.1	1193	7	632	5	12

2 records drawn at random from the list so far, as already listed:
nr	Compound	b-catenin transl	b-catenin transl cell count 5 µM	Dynein transport	Dynein transport cytoplasmic EGFP	Dynein transport nuclear GR-EGFP	Dynein transport cell count	Autophagy HCS	Autophagy HCS cell loss 18 h	NOD2 inhibition	MT stabilize HCS
22	CCOC(=O)N1CCN(c2cc(NCCC(=O)O)c3c4c(onc24)-c2ccccc2C3=O)CC1	0.4	945	-0.066	-0.13	0.17	0.52	i	-8	-5%	3.3
25	CCN(CC(=O)Nc1ccc2c(c1)OCCO2)c1nc(-c2cccnc2)nc2ccccc12	-2.7	838	0.39	-0.21	0.34	0.36	i	-10	-2%	2.9

nr	MT stabilize HCS Hoechst-high %	MT stabilize HCS cytotoxicity %	Yfh1-off respiration	Ins promoter up	Ins promoter up cell count	Lipid droplet	Lipid droplet cells 6.5 µM	WT yeast gro inh	WT yeast gro inh mutant strain
22	2.5	5.6	.	-0.16	993	0	717	35	27
25	1.8	6.7	i	-0.39	1183	.	.	11	9

Only part of the results is shown; count on the stated rates, not on these rows.
